# Source: PubChem BioAssay
# S1P4 agonist: activates the human S1P4 receptor | 0.35% of 220,000 active | activation, % at 4.98 µM | O95977 | S1P4-expressing cell line, agonist reporter assay; in the data active = activation above about 11%;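 note: 0% = DMSO vehicle and 100% = reference agonist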
# Target sequence (O95977 whole entry, looked up): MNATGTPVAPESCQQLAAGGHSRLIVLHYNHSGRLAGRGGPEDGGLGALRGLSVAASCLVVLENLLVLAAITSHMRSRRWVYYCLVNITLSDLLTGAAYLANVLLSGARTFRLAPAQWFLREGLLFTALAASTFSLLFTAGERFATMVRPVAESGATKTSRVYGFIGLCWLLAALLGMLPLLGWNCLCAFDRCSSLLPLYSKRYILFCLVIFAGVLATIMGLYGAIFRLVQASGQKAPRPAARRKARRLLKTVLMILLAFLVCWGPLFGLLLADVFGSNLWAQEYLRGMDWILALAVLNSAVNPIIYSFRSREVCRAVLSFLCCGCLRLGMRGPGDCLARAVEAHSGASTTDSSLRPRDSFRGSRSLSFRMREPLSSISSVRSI
# PERK inh: blocks human PERK kinase | Q9NZJ5 | CHO PERK-DD fusion, SEAP luminescence translation reporter | inhibition, % at 5.6 µM | 0.17% of 220,000 active | AID 1416;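 active = inhibition above the mean inhibition of all tested compounds plus 3 SD, set separately per screening campaign, cut at about 2.9% in these data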;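 note: PERK kinase domain activated by AP20187 dimerizer at 100 nM; 0% = DMSO with dimerizer and 100% = rapamycin at 8.4 µM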
# zfTRPN1 agonist: activates the zebrafish TRPN1 channel | HEK293 zebrafish TRPN1-YFP, Fluo-8 calcium fluorescence; 100% = response to 87 µM carbachol | activation, % at 3 µM | 0.18% of 220,000 active;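 active = activation above its plate's cutoff, the mean activation of test wells on that plate plus 3 SD, cut at about 19% in these data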;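 note: 0% = DMSO alone and 100% = 87 µM carbachol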
#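 Assay system: Zebrafish TRPN1-YFP in HEK293 cells | Incubation: Dye loading 1 h at 37 °C, then 30 min room temperature | Measured by: Kinetic Fluo-8 fluorescence, ex 470-495, em 515-575 nm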
# Ba/F3 V617F tox: lowers viability of Ba/F3 cells expressing EpoR and JAK2V617F. ATP luminescence. inhibition, % at 5.6 µM. 1.1% of 220,000 active;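 active = inhibition above the campaign mean plus 3 SD over all tested compounds, cut at about 24% in these data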;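 note: cytokine-independent growth of Ba/F3 cells driven by EpoR plus mutant JAK2; 0% = DMSO-treated cells and 100% = JAK inhibitor I control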
# S1P4 antagonist: blocks the human S1P4 receptor. S1P4-expressing cells, antagonist mode, reporter read-out. inhibition, % at 4.98 µM. 0.26% of 220,000 active. AID 1510; in the data active = inhibition above about 29%;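 note: 0% = wells stimulated with agonist and 100% = vehicle wells without agonist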
# m-calpain inh: inhibitors of pig calpain II; 0.37% of 220,000 active; purified calpain II, fluorogenic peptide substrate, 30 min; inhibition, % at 16 µM;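 active = inhibition above about 50%, limit read from the data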
# TRPML3 agonist: human mucolipin-3 channel agonism; Q8TDD5; HEK293 TRPML3-YFP, Fluo-8 calcium fluorescence; 100% = the carbachol control signal; activation, % at 3 µM; 0.29% of 220,000 active; AID 1448;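 active = activation above its plate's cutoff, the mean activation of the plate's test wells plus 3 SD, cut at about 12% in these data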;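 note: 0% = DMSO only wells and 100% = carbachol wells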
# Target sequence (Q8TDD5 whole entry, looked up): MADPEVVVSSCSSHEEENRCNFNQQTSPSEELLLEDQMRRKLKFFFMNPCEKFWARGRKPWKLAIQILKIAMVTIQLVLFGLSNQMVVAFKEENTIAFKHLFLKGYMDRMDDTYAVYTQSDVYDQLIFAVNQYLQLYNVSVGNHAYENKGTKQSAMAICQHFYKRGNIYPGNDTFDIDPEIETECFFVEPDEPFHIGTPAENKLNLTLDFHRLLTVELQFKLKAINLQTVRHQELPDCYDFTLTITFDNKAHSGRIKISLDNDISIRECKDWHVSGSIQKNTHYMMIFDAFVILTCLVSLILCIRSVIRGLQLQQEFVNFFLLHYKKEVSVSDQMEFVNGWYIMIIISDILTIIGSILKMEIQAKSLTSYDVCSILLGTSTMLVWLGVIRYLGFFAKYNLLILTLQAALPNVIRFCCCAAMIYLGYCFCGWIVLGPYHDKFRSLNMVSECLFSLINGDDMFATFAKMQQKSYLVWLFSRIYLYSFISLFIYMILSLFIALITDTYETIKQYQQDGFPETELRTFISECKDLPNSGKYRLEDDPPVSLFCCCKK
#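 system = HEK293 cells stably carrying human TRPML3-YFP | doses = one concentration, 3 µM nominal, 0.3% DMSO | timing = dye loading 1 h 37 °C then 30 min ambient, 125 s read | detection = Fluo-8 calcium dye fluorescence, ex 470-495, em 515-575 nm | benchmarks = high control carbachol 87 µM, low control DMSO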
# BaF3 tox: reduces parental Ba/F3 cell viability, JAK2V617F counter-screen; CellTiter-Glo ATP luminescence; AID 1486; 1.1% of 220,000 active; inhibition, % at 5.6 µM;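 active = inhibition above a per-campaign cutoff, the mean inhibition of all tested compounds plus 3 SD, cut at about 27% in these data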;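 note: 0% = DMSO wells and 100% = JAK Inhibitor I control wells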
# EP2 mod: modulates human prostaglandin E2 receptor EP2 signaling; P43116; EP2-expressing cells, cAMP HTRF FRET, PGE2 co-stimulation; induction, % at 25 µM; 0.83% of 260,000 active;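 active = compounds whose cAMP rise, as percent of the full-agonist control response, exceeds 60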;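 note: rat C6 glioma line stably carrying human EP2 under a CMV promoter; the protocol text gives 20 µM as final concentration; 100% = response of wells given 1 µM PGE2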
# The depositor's hits bear a star; nt = not tested or not shown; & = joins results of further samples.
Compound	S1P4 agonist	m-calpain inh	TRPML3 agonist	PERK inh	BaF3 tox	Ba/F3 V617F tox	S1P4 antagonist	zfTRPN1 agonist	EP2 mod
Cc1noc(C)c1CSCC(=O)OCC(=O)Nc1sccc1C#N	0.7	-40	-0.3	0.4	3	-2	-9	1.2	-11
O=C(Nc1c2c(nn1-c1ccc(F)cc1)CSC2)c1ccc(S(=O)(=O)N2CCOCC2)cc1	1.5	-149	0.8	-1.5	2	-3	16	-0.8	-2
Fc1ccc(-c2c[nH]c(=S)n2Cc2ccccc2)cc1	0.5	32	-0.2	0.2	-5	-6	1	-2.7	27
Cc1ccc(-c2nc(N)sc2-c2ccc(C)cc2)cc1	1.9	62*	-0.4	0.1	9	6	-7	-2.0	44
O=C(NCC1CCCO1)c1ccc(CS(=O)(=O)Cc2ccc(F)cc2)o1 (stereo not given)	1.9	16	-0.5	1.5	4	1	-5	-0.6	16
O=C(N/N=C/C=C/c1ccccc1[N+](=O)[O-])c1cc(-c2ccccc2)n[nH]1	-3.8	-3	-0.6	0.7	6	1	-7	-1.4	-16
CN(C)CC/C=C1\c2ccccc2COc2ccccc21	0.5	4	0.0	-0.7	5	-5	-22	0.2	5&5
O=C(COC(=O)CNC(=O)c1ccccc1)NCCc1ccccc1	1.0	1	0.5	0.6	8	4	0	0.1	-10
COc1ccc(C(=O)Nc2nc3ccccc3[nH]2)cc1S(=O)(=O)N1CCOCC1	-0.1	28	0.7	-0.8	4	4	-26	2.5	-48
COc1c(C)cccc1C(=O)Nc1cc(-c2nn3c(C)nnc3s2)ccc1C	-1.6	nt	-0.8	-0.3	2	-2	-6	0.4	nt
O=c1ccn(-c2cccc(C(F)(F)F)c2)nc1-c1ccn(-c2ccccc2)n1	-1.2	17	-0.3	-0.3	2	-2	-12	-0.2	23
O=C(NC1CCCCC1)C(c1cccnc1)N(C(=O)CCl)c1ccccc1Cl (stereo not given)	-0.2	17	0.1	-0.3	9	4	-13	0.1	-22
COCCCNC(=S)N1CCN(Cc2ccc3c(c2)OCO3)CC1	0.4	5	0.1	0.7	-1	0	-1	0.6	8
c1ccc2c(c1)CSc1sccc1C2=C1CCNCC1	2.8	-19	0.8	-1.5	21	46*	0	-1.4	12
Cc1ccc(N2C(=O)C3Sc4[nH]c(=O)sc4C(c4ccccc4)C3C2=O)cc1 (stereo not given)	0.1	-24	0.6	-0.1	6	2	-11	-0.2	-3
CC(C)NC(=O)NC(=O)COC(=O)c1cccc(S(=O)(=O)N2CCCCC2)c1	1.9	-12	0.4	0.0	1	-1	-18	-0.5	32
COc1cc(CNc2nnnn2C)ccc1OCc1c(F)cccc1Cl	1.3	-24	0.5	1.4	6	-2	-6	0.8	5
CN(C)CCCCCNCCCNC(=O)/C=N\O	1.0	-9	1.1	-0.3	-1	-1	-5	0.0	9
O=C(N/N=C/c1sc(=O)n(-c2ccccc2)c1Cl)c1ccccc1	3.2	7	0.5	0.2	9	6	-11	2.1	-17
O=C(Cn1c2ccc(F)cc2c2nc3n(c(=O)c21)CCS3)Nc1ccc(Cl)cc1F	0.1	-99	-0.2	-1.0	2	-3	-14	1.0	-7
O=C(CCOc1ccccc1)N1CCN(c2ccc(O)cc2)CC1	0.8	11	0.6	-0.8	6	25*	-6	3.7	-26
O=C(c1ccco1)N1CCN(S(=O)(=O)c2ccc([N+](=O)[O-])cc2)CC1	1.1	-27	0.6	0.4	-2	-5	-2	-0.7	-25
CCCn1nnc(NC(=O)/C=C/c2cc(Br)ccc2OC)n1	0.0	-15	0.2	-0.3	2	0	-11	-2.8	-26
COc1cccc(-c2cc(N3C(=O)Nc4ccccc4N3O)n[nH]2)c1	1.8	5	1.3	0.2	7	3	-8	-0.2	3
CC(C)(C)NC(=O)NC(=O)CSc1cccc(C(F)(F)F)c1	0.8	-9	-0.4	0.6	4	-2	-1	-0.6	21
CCN1/C(=C2\C(=O)N(C)C(=S)N2C)C=Cc2ccccc21	0.6	15	0.5	0.9	2	-1	-23	0.9	-11
CC(CCc1ccccc1)NC(=O)COC(=O)c1cccc2ccccc12 (stereo not given)	1.2	-6	-0.7	0.7	3	-2	-19	-1.4	-43
COc1ccccc1NC(=O)OCC#CCOC(=O)Nc1ccccc1OC	1.3	29	-0.8	0.3	1	-2	-4	-0.5	-31
O=C(NCc1ccc(F)cc1)c1ccc(S(=O)(=O)Nc2cccc(C(F)(F)F)c2)cc1	1.3	4	0.3	-1.0	7	4	-6	2.5	-13
Cc1c(Cl)cccc1NC(=S)NCCc1ccc(S(N)(=O)=O)cc1	3.5	-7	1.0	0.5	6	-2	-15	0.6	-17
Cc1ccc(S(=O)(=O)N(Cc2ccc(Cl)cc2)c2ccccc2C(=O)NCc2ccco2)cc1	-0.7	9	0.0	0.1	1	-2	-27	-0.1	39
Cc1ccc(C)c(N/C=C(\C#N)c2nc3ccccc3o2)c1	-1.8	nt	0.8	1.0	0	3	-15	1.7	nt

# A draw from above in order of number of heavy atoms, lowest first:
Compound	S1P4 agonist	m-calpain inh	TRPML3 agonist	PERK inh	BaF3 tox	Ba/F3 V617F tox	S1P4 antagonist	zfTRPN1 agonist	EP2 mod
Cc1ccc(C)c(N/C=C(\C#N)c2nc3ccccc3o2)c1	-1.8	nt	0.8	1.0	0	3	-15	1.7	nt
CC(CCc1ccccc1)NC(=O)COC(=O)c1cccc2ccccc12 (stereo not given)	1.2	-6	-0.7	0.7	3	-2	-19	-1.4	-43
O=C(NCc1ccc(F)cc1)c1ccc(S(=O)(=O)Nc2cccc(C(F)(F)F)c2)cc1	1.3	4	0.3	-1.0	7	4	-6	2.5	-13

# Next part
Compound	S1P4 agonist	m-calpain inh	TRPML3 agonist	PERK inh	BaF3 tox	Ba/F3 V617F tox	S1P4 antagonist	zfTRPN1 agonist	EP2 mod
CCC(=O)NCCc1nc2ccccc2n1CC(=O)c1ccccc1	-1.2	-5	0.4	1.3	5	-2	17	0.8	6
NNC(=O)c1cc(-c2ccccc2)sc1N	0.8	-1	0.2	1.7	0	2	-12	-2.2	-44
CC(=O)C1=C(C)OC(N)=C(C#N)C1c1ccco1 (stereo not given)	-0.4	1	0.9	0.9	5	6	-16	1.1	12
NC(=O)N/N=C/c1cccc(OCc2ccc(F)cc2)c1	-0.9	-15	0.7	1.1	2	-1	-5	-2.0	-67
CCCCCn1cnc2c(=S)nc(N)[nH]c21	-0.2	0	-0.2	0.5	0	0	-15	1.0	11
Cc1cc(C(C)(C)C)cc(C)c1N	0.8	-10	0.8	0.6	2	-5	-12	2.8	-1
CCOC(=O)CC(=O)CSc1ccc2nnc(-c3ccc(F)cc3)n2n1	1.2	nt	0.2	-0.4	2	-3	-3	-0.6	nt
Cc1cc(N2C(=O)[C@@H]3[C@H](C2=O)[C@@H]2C[C@H]3C(Br)C2Br)no1 (stereo not given in full)	1.6	-14	2.0	0.7	0	-1	-23	1.9	21
CC(C)CC(C(=O)N1CCOCC1)N1Cc2ccccc2C1=O (stereo not given)	1.1	8	-0.2	0.3	2	3	3	-0.1	4
CC(O)Cc1cn([C@@H](CCCCN)C(=O)N2CCNCC2)nn1 (stereo not given in full)	0.0	3	0.1	0.3	-7	1	-12	-0.2	-22
Cc1ccc(Nc2nc(N)c([N+](=O)[O-])c(N3CCOCC3)n2)cc1	0.3	33	-0.4	-0.4	4	3	-18	-1.2	-13
O=C(CN1C(=O)c2ccccc2C1=O)Nc1nccs1	1.7	10	-0.7	0.5	3	-3	0	1.1	12
C[C@@H](C(=O)NCC1CC1)[C@@H]1C[C@@]1(C)[C@@H](NC(=O)OCc1ccccc1)c1ccccc1	0.4	3	-0.7	-0.2	9	2	-10	0.0	28
O=S(=O)(NCc1ccccn1)c1cc(OCC(F)(F)F)ccc1OCC(F)(F)F	2.3	-3	0.7	1.0	1	-3	-5	-0.3	-3
O=C(NNc1c2ccccc2nc2ccccc12)c1ccccc1O	3.5	-5	-0.9	-0.3	3	0	-22	-2.0	-68
CNc1ccc([N+](=O)[O-])cc1C(=O)O	1.2	-6	0.1	0.8	-7	-3	1	-0.3	14
Cc1ccc(/C=N/NC(=O)Cn2nnc(N)n2)cc1	0.0	-23	0.9	0.9	-10	3	8	1.6	-10
O=c1[nH]n2c(=O)c3c([nH]c2c1N=Nc1cccc(C(F)(F)F)c1)CCCC3	2.8	33	0.2	2.9	5	-1	-2	-0.5	17
CCCCc1ccc(NC(=S)NCCc2ccc(S(N)(=O)=O)cc2)cc1	1.0	-26	1.1	1.2	4	-2	-13	3.2	-45
Cc1nnsc1C(=O)NNc1ccc(C(C)C)cc1	-0.2	2	-0.7	-0.7	2	1	-1	0.1	-18
CCCCOc1ccccc1N	-0.4	-2	1.3	1.6	6	3	-5	1.7	45
CCCS(=O)(=O)N1CCN(C(=O)c2cccc(OC)c2)CC1	0.6	-9	0.5	0.8	-1	-3	-15	-0.5	19
Cc1ccc(NC(=O)c2cc(NC(=O)c3ccco3)ccc2N2CCCCC2)cc1	0.7	-18	1.1	-0.5	2	4	-19	-0.6	5
O=c1cc(CO)occ1OCc1c(F)cccc1Cl	-0.8	3	1.3	0.8	6	1	-19	1.9	31
COc1ccccc1N1CCN(CCCNC(=O)Nc2ccccc2C)CC1	0.1	-4	0.6	-1.2	3	-4	6	-0.3	23
NC(=O)COC(=O)c1ccccc1OCc1ccccc1Cl	0.6	8	-0.5	0.3	3	0	-1	-1.2	-14
CC1Oc2ccccc2N(Cc2cccnc2)C1=O (stereo not given)	1.5	2	0.1	0.7	9	-1	-30	0.6	-2
CCOc1ccc(-c2nc(CSCC(=O)NCCN3CCOCC3)c(C)o2)cc1	-0.4	nt	1.1	-0.1	3	-2	-12	0.6	nt
N#CC1=C(N)OC2=C(C(=O)CCC2)[C@]12C(=O)N(CC(N)=O)c1ccccc12	2.6	-15	0.3	1.5	-2	-3	0	0.8	17
CCn1c(SCC(=O)NC2CCCCC2C)nnc1-c1ccc(OC)cc1 (stereo not given)	0.9	0	0.2	-0.5	4	0	7	0.7	45
Cc1ccc(-c2csc3ncnc(SCC(N)=O)c23)cc1	0.9	-13	0.7	0.5	7	1	-8	0.2	-9
COc1ccc(Cl)cc1N/C(N)=N/c1nc(CSc2ccc(C)cc2)cc(=O)[nH]1	0.3	-85	-0.1	-0.5	2	5	-3	-0.4	-19
O=C(c1ccncc1)c1ccc(NC(=O)c2cccs2)cc1	0.1	29	3.0	0.0	9	5	-22	5.0	-56
COc1ccc(S(=O)(=O)N(C)CC(=O)NCc2cccnc2)cc1OC	0.6	25	-0.8	0.7	3	-5	-9	-1.0	8
CC(C)C(=O)Nc1cccc(NC(=O)c2ccc(Cl)cc2Cl)c1	0.4	3	-0.4	-0.3	-1	-3	2	1.1	-34
CC1(C)CC(=O)C(C(C2=C(O)CC(C)(C)CC2=O)c2cccs2)C(=O)C1 (stereo not given)	-1.8	1	0.1	1.7	7	-1	1	1.1	-37
N#Cc1ccc(-c2ccc3c(c2)OCO3)nc1SCC(=O)OCc1ccccc1	1.8	-115	0.3	-1.1	9	3	-6	1.1	1
CC(=O)c1cc(-c2ccccc2)n(CCC(=O)NCc2cccs2)c1C	0.0	-21	-1.2	-0.1	0	-5	-5	-1.6	4
Cc1ccc(-n2c(SCc3cn4ccsc4n3)nc3ccccc3c2=O)cc1	0.0	-10	0.3	-1.4	5	1	-3	-0.2	-1
NC(=O)NCc1cccc(Cl)c1	-0.7	-7	0.4	1.6	0	-1	-5	2.0	0
